Assay outcomes (PubChem)
All columns: NCI-60 one-dose screen, growth in % after 48 h at 10 µM unless noted; 100 = growth as untreated, 0 = no growth, -100 = all killed.
UACC-257 – UACC-257 melanoma | 78,000 compounds, 4.4% hits | AID 1794764
M14 – M14 melanoma. 80,000 compounds, 6.2% hits
UACC-62 – UACC-62 melanoma. 81,000 compounds, 5.4% hits. AID 1794756
SK-MEL-5 – SK-MEL-5 melanoma; 80,000 compounds, 6.4% hits
A549/ATCC – A549/ATCC NSCLC | 81,000 compounds, 3.7% hits | AID 1794740
EKVX – EKVX NSCLC | 71,000 compounds, 3% hits | AID 1794765
SK-MEL-2 – SK-MEL-2 melanoma. 77,000 compounds, 4.7% hits. AID 1794763
MALME-3M – MALME-3M melanoma; AID 1794766; 78,000 compounds, 5.8% hits
Numbers without * were called inactive; x = not tested or not shown; & = joins results of further samples. The calls were made as follows: active = growth percent below 10; inactive = the rest.

SMILES	UACC-257	M14	UACC-62	SK-MEL-5	A549/ATCC	EKVX	SK-MEL-2	MALME-3M
C/C(=N\N=C\c1ccc(N(C)C)cc1)c1ccc2c(c1)Nc1ccccc1S2	65	68	71	36	51	47	85	50
O=C(NC1CCCCC1)C(c1ccc(O)c(O)c1)N(C(=O)C1CCc2cc(F)ccc2O1)c1ccc(F)cc1F (stereo unspecified)	75	43	64	93	71	70	83	82
CS(=O)(=O)OCC1CCCO1 (stereo unspecified)	91	102	102	101	104	x	101	82
O=c1c[n+](Cc2ccc3c(c2)OCO3)[nH]o1	102	98	93	100	94	94	106	104
O=c1ccnc(SCc2ccccc2)[nH]1	120	109	104	102	112	107	105	122
O=C1Nc2ccc(Cl)cc2/C1=C\c1ccc(OCc2ccccc2)cc1	107	93	94	98	101	99	100	113
O=C(O)C(Cc1ccc(OS(=O)(=O)Cc2ccccc2)cc1)NS(=O)(=O)Cc1ccccc1 (stereo unspecified)	101&100	100&113	98&108	108&97	105&101	115&102	108&110	136&96
O=c1c2sc3ncc(Br)cc3c2nnn1-c1cccc(Cl)c1	96	106	84	97	93	x	101	102
Cc1nn(-c2ccccc2)c2c1C(=O)[C@@]1(C=N2)CCCC1=O	107	101	99	99	108	x	114	100
CC(CCC(=O)O)(c1ccc(OC(=O)Nc2ccccc2Cl)cc1)c1ccc(OC(=O)Nc2ccccc2Cl)cc1	94	93	97	102	97	96	105	101
COc1ccc(CNC(=O)C2CSC3(C)c4ccccc4C(=O)N23)cc1 (stereo unspecified)	88	103	93	103	80	107	93	111
COc1ccc(C(=O)n2cc(C=O)c3ccccc32)cc1	103	83	82	98	99	98	104	93
Cc1oc2c(C)c3oc(=O)cc(C)c3cc2c1CCl	89	93	44	78	88	68	109	96
O=C1OC(=O)c2c(I)c(I)c(I)c(I)c21	96	101	94	116	101	95	114	123
Cc1nn(-c2ccc(F)cc2)c2ncnc(Oc3ccc(NC(=O)Nc4ccc(Cl)c(C(F)(F)F)c4)cc3)c12	100	106	97	99	96	105	102	100
COc1ccc(-c2cc(-c3cc(OC)c(OC)c(OC)c3)c(C#N)c(N3CCOCC3)n2)cc1	100	97	96	80	88	78	130	118
COc1cc2c(cc1O)[C@@]1(C)[C@H](c3ccccc3Br)OC(=O)N1CC2	83	88	72	68	80	82	90	83
Nc1ccc(S(=O)(=O)c2ccc(NCNC(CSSCC(NCNc3ccc(S(=O)(=O)c4ccc(N)cc4)cc3)C(=O)O)C(=O)O)cc2)cc1 (stereo unspecified)	91	103	94	100	99	x	112	112
OCCNCCNc1c2ccccc2nc2ccccc12	102	91	67	88	98	109	68	42
COc1ccc(-n2nc(C)c3c(Oc4ccc(NC(=O)Nc5ccc(Cl)c(C(F)(F)F)c5)cc4)ncnc32)cc1	99	104	98	96	97	90	106	92

Brought forward from above: 4 entries; new compounds follow.
SMILES	UACC-257	M14	UACC-62	SK-MEL-5	A549/ATCC	EKVX	SK-MEL-2	MALME-3M
COc1cc2c(cc1O)[C@@]1(C)[C@H](c3ccccc3Br)OC(=O)N1CC2	83	88	72	68	80	82	90	83
Nc1ccc(S(=O)(=O)c2ccc(NCNC(CSSCC(NCNc3ccc(S(=O)(=O)c4ccc(N)cc4)cc3)C(=O)O)C(=O)O)cc2)cc1 (stereo unspecified)	91	103	94	100	99	x	112	112
OCCNCCNc1c2ccccc2nc2ccccc12	102	91	67	88	98	109	68	42
COc1ccc(-n2nc(C)c3c(Oc4ccc(NC(=O)Nc5ccc(Cl)c(C(F)(F)F)c5)cc4)ncnc32)cc1	99	104	98	96	97	90	106	92
CCCN(CCNc1cc(OC)cc2cccnc12)C(C)C	115	103	94	99	92	102	115	115
C=C(C)C(CCc1nc(N)nc(N)n1)(CCc1nc(N)nc(N)n1)C(C)=O	103	x	89	104	107	113	99	119
CC/C(C)=N/NS(=O)(=O)c1ccc(C)cc1	98	95	104	98	100	x	x	92
CCCCN(CCCC)CC(O)c1cc(-c2ccc(C(F)(F)F)cc2)nc(-c2ccc(C(F)(F)F)cc2)c1 (stereo unspecified)	87	100	83	102	73	105	102	97
O=C(COCC(=O)N/N=C/c1ccc(Cl)cc1)N/N=C/c1ccc(Cl)cc1	121	96	89	93	103	x	x	98
NCCCOc1cc2ccccc2cc1C(=O)Nc1ccc(Cl)cc1OC(=O)c1cc2ccccc2cc1OCCCN	x	-87*	-71*	-96*	-94*	-54*	x	-71*
CNC(=O)c1cc(Oc2cccc3nc(Nc4ccc(F)c(Cl)c4)ccc23)ccn1	40	52	25	12	42	69	91	40
Cc1nc2ccc(Nc3nc(N4CCOCC4)nc(N4CCOCC4)n3)cc2n1Cc1ccccc1	100	104	101	82	90	x	x	103
CCOC(=O)c1cc(Cl)nc2ccccc12	x	95	103	99	99	94	108	98
COc1c(Cl)cc(Cl)c2ccc(C=C3C(=O)NC(=S)NC3=O)nc12	102	-56*	105	101	104	104	105	106
COc1cccc(-c2nc3sccn3c2-c2ccnc(NCCCNS(=O)(=O)c3ccc(Cl)cc3)c2)c1	59	41	6.8*	1.3*	41	48	45	74
CC(CC(C#CC(CC(C)CC(C)(C)C)N(C)C)N(C)C)CC(C)(C)C (stereo unspecified)	108	101	93	103	101	109	100	128
COc1cc(/C=C/C(=O)c2c(C)n([O-])c3ccc(Cl)cc3[n+]2=O)cc(OC)c1OC	81	78	83	47	72	66	62	79
CCNC(COC(=O)c1ccc([N+](=O)[O-])cc1)C1CCCCC1 (stereo unspecified)	103	107	96	104	100	108	110	118
COc1ccc(C(=O)N2N=C(c3ccc(Br)cc3)CC2c2cn(-c3ccccc3)nc2-c2ccccc2)cc1 (stereo unspecified)	80	39	75	92	23	78	x	73
COCCn1cc(-c2nc(-c3cc4cccnc4[nH]3)cs2)c2cc(OC)ccc21	31	38	50	39	25	17	38	74
O=C(c1ccccc1)c1ccc2nc(-c3ccccc3F)[nH]c2c1	110	92	103	100	116	105	114	105
CC(=O)CC1CCCC(CC(C)=O)N1C (stereo unspecified)	113	109	109	97	112	114	116	134
COc1cc(NCCCCCNC(C)C)c2ncccc2c1	80&113	90&97	84	99&98	95&101	105&95	67&93	125&100
COc1ccc(-c2nc(SCCCCC(=O)NO)[nH]c(=O)c2C#N)cc1	105	111	103	101	108	110	120	103

A few values from the entries so far:
Under SK-MEL-5, `CCOC(=O)c1cc(Cl)nc2ccccc12` has 99
Under UACC-62, `COc1cc(/C=C/C(=O)c2c(C)n([O-])c3ccc(Cl)cc3[n+]2=O)cc(OC)c1OC` has 83
Under SK-MEL-5, `COc1ccc(-c2nc(SCCCCC(=O)NO)[nH]c(=O)c2C#N)cc1` has 101
Under MALME-3M, `COc1c(Cl)cc(Cl)c2ccc(C=C3C(=O)NC(=S)NC3=O)nc12` has 106

Later entries.
SMILES	UACC-257	M14	UACC-62	SK-MEL-5	A549/ATCC	EKVX	SK-MEL-2	MALME-3M
COc1ccc(-c2cc(-c3ccc(OC)cc3)nc(N3CCN(CCNc4ccnc5cc(Cl)ccc45)CC3)n2)cc1	112	99	95	97	93	96	100	110
CCOC(=O)c1cc(C(=O)c2cc(OC)cc(OC)c2)n2ccc(/C=C/c3ccn4c(C(=O)c5cc(OC)cc(OC)c5)cc(C(=O)OCC)c4c3)cc12	91	99	88	99	103	92	103	94
O=C1CCN(Cc2ccc(Cl)cc2Cl)C(=O)N1	x	100	100	106	x	95	94	x
CCOC(=O)c1c(C)nc2c(c1N)C(=O)C(=O)N2c1cc(OC)c(OC)c(OC)c1	85	96	98	97	79	74	88	120
Cn1cc(-c2nn3c(C=O)c(-c4ccc(F)cc4)nc3s2)c2ccccc21	102	98	93	94	100	x	104	96
CNC(=O)c1cc(N2CCc3c2ccc(NC(=O)Nc2ccc(Cl)c(C(F)(F)F)c2)c3F)ccn1	100	100	82	93	84	74	105	102
O=C(Nc1ccccc1)Nc1nc2ccccc2s1	21	79	48	61	89	64	93	-10*
O=C1NC(=O)C(c2ccc(Cl)cc2)(c2ccccc2Cl)N1 (stereo unspecified)	101	108	86	102	100	97	106	90
O=C(CCn1cc[n+](CC(=O)c2ccc(C(F)(F)F)cc2)c1)Nc1cccc2cccnc12	92	100	92	100	102	92	104	x
O=C(/C=C/c1ccc(-c2ccccc2)cc1)c1nc2ccccc2n1Cc1ccc(F)cc1	49	40	38	48	62	34	57	0.0*
CC1=C([Se]CC(OC(=O)CC[Se]c2ccccc2)C(=O)NCCCCCC(=O)OCc2ccccc2)C(=O)c2ccccc2C1=O (stereo unspecified)	36	-37*	42	-25*	12	27	48	-31*
CNC(=O)OC/C=C/c1ccccc1	85	108	104	100	84	102	103	106
CCOC(=O)c1ccc2c(c1N1CCOCC1)N(O)ON2	94	113	93	99	98	x	92	98
O=[N+]([O-])c1ccc(O)c(C=NCCN=Cc2cc([N+](=O)[O-])ccc2O)c1	101	99	101	94	104	94	105	102
C=C1C(=O)O[C@H]2[C@H]1CC/C(COC(=O)/C=C\C(=O)NCc1ccc(Cn3c(=O)sn(CCCI)c3=O)cc1)=C\CC[C@@]1(C)O[C@@H]21	-54*	x	-98*	x	-0.9*	-59*	-64*	-94*
O=C1C(=O)N(Cc2cn(Cc3ccccc3)nn2)c2ccccc21	101	98	94	100	109	94	106	79
NC(=O)c1c(Nc2ccc(Cl)cc2)nn2c(-c3ccc(Br)cc3)c(-c3nc4ccccc4s3)c(N)nc12	128	91	95	91	112	96	110	99
CCC(C)CC(CC)NCCN1CCN(C(CC)CC(C)CC)C1=S (stereo unspecified)	40	-47*	24	x	50	23	94	-34*
OC(C/C(=N\N1CCCCC1)c1cccs1)(C(F)(F)F)C(F)(F)F	96	99	99	104	98	108	95	x
Cc1cccc(C(=O)OC(C)C)c1	100	93	106	100	108	97	100	93
CCOC(=O)c1cc2c3ccccc3oc(=O)c2c2nc3ccccc3n12	105	103	94	94	98	76	108	105
O=C(O)CCCn1c(=O)c2sc3ccccc3c2n2nnc(-c3ccccc3)c12	86	98	87	94	70	x	102	112
COc1ccc2nc(NC(=O)c3cc(-c4ccc(Cl)cc4)n4nc(-c5ccccc5)cc4n3)sc2c1	101	104	95	92	96	110	101	105
O=c1[nH]cnc2c1cnn2Cc1ccccc1	91	93	96	98	83	84	98	103
C[C@]12O[C@H](C[C@]1(O)CO)n1c3ccccc3c3c4c(c5c6ccccc6n2c5c31)CNC4=O	-77*	-56*	-50*	-87*	-30*	-8.3*	x	-85*
C#CCOc1ccccc1C(Nc1ccc(F)cc1C)c1nnnn1C1CCCCC1 (stereo unspecified)	87	x	59	89	79	90	90	94
N#C/C(=C\c1ccc2ccccc2c1)C(=O)Nc1sc2c(c1C#N)CCCC2	102	95	92	98	100	92	100	110
COc1ccc(-c2c(C#N)c(N)nc3c(C#N)c(NC(=O)c4ccccc4)nn23)cc1	95	104	95	100	97	89	106	102
c1ccc2c(-c3nc(-c4c[nH]c5ccncc45)cs3)c[nH]c2c1	96	-70*	87	51	34	35	98	-49*
COc1cccc(/C=N/NC2=NC3C(N2)N(C)C(=O)N3C)c1O (stereo unspecified)	96	100	97	100	100	102	106	97
c1csc(-c2cn3ccnc3c(-c3ccc4c(c3)ncn4C3CCCCC3)n2)c1	105	106	100	99	98	96	87	113
CC(C)(C)n1cc(-c2ccnc(NCCNS(=O)(=O)c3ccc(O)cc3)c2)c(-c2cccc(O)c2)n1	99	110	101	80	97	104	108	97
CCCCc1nc2c(N)nc3ccccc3c2n1Cc1ccccc1	79	87	60	16	83	75	96	79
COc1cc(OC)c(C(=O)/C=C/c2cccc(C(F)(F)F)c2)c(OC)c1	31	9.5*	-12*	13	6.1*	x	-16*	51
O=C(CSc1nc2ccc([N+](=O)[O-])cc2[nH]1)Nc1cccc([N+](=O)[O-])c1	43	57	21	20	58	49	49	30
OCC[C@H]1C[C@H]1c1ccco1	x	102	99	102	94	97	99	108
CCCCOC(=O)CCN1CCN(c2ccccc2C)CC1	124	102	90	101	105	107	105	98
Cc1cc(=O)oc2cc(O)c(N)cc12	112	106	107	105	108	x	111	96
N#Cc1c(N)nc(NCCO)nc1-c1ccc(F)cc1	91	105	95	95	72	90	108	108
C#CCC1(c2cccc(C(F)(F)F)c2)NS(=O)(=O)c2ccccc21 (stereo unspecified)	x	92	100	102	94	94	106	102

Complete entries, looked up by structure. Order of screens: UACC-257 | M14 | UACC-62 | SK-MEL-5 | A549/ATCC | EKVX | SK-MEL-2 | MALME-3M
CCOC(=O)c1cc2c3ccccc3oc(=O)c2c2nc3ccccc3n12 as listed: 105 | 103 | 94 | 94 | 98 | 76 | 108 | 105
C#CCOc1ccccc1C(Nc1ccc(F)cc1C)c1nnnn1C1CCCCC1 (stereo unspecified) as listed: 87 | x | 59 | 89 | 79 | 90 | 90 | 94
N#C/C(=C\c1ccc2ccccc2c1)C(=O)Nc1sc2c(c1C#N)CCCC2 as listed: 102 | 95 | 92 | 98 | 100 | 92 | 100 | 110
OCC[C@H]1C[C@H]1c1ccco1 as listed: x | 102 | 99 | 102 | 94 | 97 | 99 | 108
c1csc(-c2cn3ccnc3c(-c3ccc4c(c3)ncn4C3CCCCC3)n2)c1 as listed: 105 | 106 | 100 | 99 | 98 | 96 | 87 | 113

(list continues)
SMILES	UACC-257	M14	UACC-62	SK-MEL-5	A549/ATCC	EKVX	SK-MEL-2	MALME-3M
COc1cc(-c2nnc(-c3nc(-c4cc(OC)c(OC)c(OC)c4)n4ccccc34)o2)cc(OC)c1OC	95	86	79	78	77	95	83	x
Nc1nnc(CSc2ccc(Cl)cc2)s1	92	99	89	103	94	101	113	92
CCCCCCCCCOC(=O)c1ccc(OC)cc1	71	93	x	85	65	101	94	93
O=[N+]([O-])c1ccc(Br)nc1	113	109	98	111	105	101	119	122
COC1C(=O)CCC2(CO2)C1(O)C1(C)OC1CC=C(C)C (stereo unspecified)	44	47	60	65	55	89	80	64
Cc1ncc(C[n+]2csc(CCO)c2C)c(N)n1	101	107	110	115	107	96	109	x
Cc1ccc(-n2c3c(c(-c4ccccc4)c2-c2ccccc2)C2=NCCN2C=N3)cc1	104	96	75	68	94	81	99	98
